Source: PubChem BioAssay
Giardia kill = Small Molecules that selectively kill Giardia lamblia: qHTS. actives 0.15% (n = 340,000). Giardia lamblia trophozoite viability. activity change, % at 7.66 µM, hits read low; in the data active = activity change below about -80%; inconclusive = between about -30% and that limit;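 also: parasites exposed to compound for two days anaerobically before the ATP read; % is scaled to controls: 0 for no effect and ±100 for the full control effect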
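Media and compound were dispensed first, then trophozoites at 100 cells/well; plates sat 48 hrs at 37 deg C without oxygen before ATP luminescence reagent was added and read after 15-30 min at room temperature.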
USP2a inh = qHTS Assay for Inhibitors of Ubiquitin-specific Protease USP2a Using CHOP2 as the Reporter. Ubiquitin carboxyl-terminal hydrolase 2 (Homo sapiens), O75604. USP2 core, Ub-CHOP2 coupled fluorogenic reporter, 485/531. Potency, µM (titrated, usually from 38.3 µM), for the others: at the highest dose activity change, negative = inhibition, hits mostly inhibitors. actives 0.01% (n = 330,000);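 also: potency is read from the fitted curve at half-maximal effect; plate controls were DMSO wells for no effect and full inhibition by NEM control for full effect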
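Deubiquitinase activity read as fluorescence (485/531 nm) after Ub-CHOP2 cleavage activates the enterokinase reporter on its substrate; USP2 core 10nM, Ub-CHOP2 and substrate 25nM each, 30min compound preincubation then 60min RT; data normalized to NEM, curves fitted.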
KCNH2 3.1 block = qHTS for Inhibitors of KCHN2 3.1: Mutant qHTS. AID 720553, 2013. actives 0.95% (n = 340,000). U2OS KCNH2 3.1, thallium flux FluxOr; active compounds read low. Potassium voltage-gated channel subfamily H member 2, brain isoform KCNH2 3.1 (human). activity change, % (tested at about 1.8 µM);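 active = maximum activity change below -70%; inconclusive = maximum activity change from -70% to -50%; inactive = maximum activity change above -50%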;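 also: thallium influx rate constant from kinetic fluorescence after stimulation buffer; % is scaled to controls: 0 for no effect and ±100 for the full control effect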
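Channel expression came from 3.1 mutant virus (1.77 x 10^8 /mL) applied to suspended U2OS cells for 4 h. Flux was tracked with FluxOr dye plus Red40 quencher, and kinetic rate constants normalized to controls.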
B2AR arrestin = qHTS assay of beta-arrestin-biased ligands of beta2-adrenergic receptor; Beta-2 adrenergic receptor (Homo sapiens), P07550; beta-arrestin recruitment to beta2AR, cell-based reporter; Potency, µM (titrated, usually from 46.1 µM), for the others: at the top dose activation, hits mostly activators; actives 0.02% (n = 330,000);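 also: potency is read from the fitted curve at half-maximal effect; 0% = DMSO controls and full agonism = EC100 isoproterenol or metaproterenol; nearly all actives have a fitted effect of over 65% in size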
hERG WT inh = qHTS for Inhibitors of KCHN2 3.1: Wildtype qHTS; activity change, % at 1.84 µM; actives 0.37% (n = 340,000); U2OS, BacMam KCNH2, thallium flux FluxOr; active compounds read low; Voltage-gated inwardly rectifying potassium channel KCNH2 (Homo sapiens), Q12809;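 active = maximum activity change below -70%; inconclusive = maximum activity change between -70% and -50%; inactive = maximum activity change above -50%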; also: % is scaled to controls: 0 for no effect and ±100 for the full control effect
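U2OS cells were transduced with wild-type KCNH2 virus (2.03 x 10^8 / mL) for 4 h at room temperature, then cultured overnight at 37 C. Thallium flux was read with FluxOr dye. Rate constants were normalized to DMSO controls.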
FBPA coupling cs = qHTS Assay for Inhibitors of Fructose-1,6-bisphosphate Aldolase from Giardia Lamblia: Coupling assay counterscreen; activity change, negative = inhibition, % at 58.2 µM, hits read low; coupling enzyme system counterscreen, AmpLite Red fluorescence; AID 2472, 2010; actives 0.67% (n = 290,000); in the data active = activity change below about -30%; also: % is scaled to controls: 0 for no effect and ±100 for the full control effect
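First, compound is pin-transferred into glyceraldehyde-3-phosphate coupling-enzyme reagent at 57.5 uM final and held 10 min at RT. Next, substrate, coupling system and AmpLite Red are added. After 20 min RT, fluorescence (525/598 nm) is read.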
Menin MLL FP TR = qHTS Assay for Inhibitors Targeting the Menin-MLL Interaction in MLL Related Leukemias: Competition With Texas Red Labeled MLL-derived Mutant Peptide; O00255; Menin + Texas Red MLL mutant peptide, fluorescence polarization; actives 0.23% (n = 270,000); Potency, µM (titrated, usually from 61.6 µM), for the others: at the highest dose FP activity change, negative = inhibition, actives largely listed as inhibitors; active = well fitted inhibition curve with a large enough effect in the polarisation, with a control signal flat, not every such curve was filed as active; inconclusive = small, poorly fitted or top-dose-only effect, or effect the other way, or a change in a side signal; inactive = no such curve, though single readings can be large or run the other way; the % refers to the polarisation; also: potency is read from the fitted curve at half-maximal effect; % of control where 0% means no effect; many of its hits are not listed in these tables
Target sequence (O00255 whole entry, looked up): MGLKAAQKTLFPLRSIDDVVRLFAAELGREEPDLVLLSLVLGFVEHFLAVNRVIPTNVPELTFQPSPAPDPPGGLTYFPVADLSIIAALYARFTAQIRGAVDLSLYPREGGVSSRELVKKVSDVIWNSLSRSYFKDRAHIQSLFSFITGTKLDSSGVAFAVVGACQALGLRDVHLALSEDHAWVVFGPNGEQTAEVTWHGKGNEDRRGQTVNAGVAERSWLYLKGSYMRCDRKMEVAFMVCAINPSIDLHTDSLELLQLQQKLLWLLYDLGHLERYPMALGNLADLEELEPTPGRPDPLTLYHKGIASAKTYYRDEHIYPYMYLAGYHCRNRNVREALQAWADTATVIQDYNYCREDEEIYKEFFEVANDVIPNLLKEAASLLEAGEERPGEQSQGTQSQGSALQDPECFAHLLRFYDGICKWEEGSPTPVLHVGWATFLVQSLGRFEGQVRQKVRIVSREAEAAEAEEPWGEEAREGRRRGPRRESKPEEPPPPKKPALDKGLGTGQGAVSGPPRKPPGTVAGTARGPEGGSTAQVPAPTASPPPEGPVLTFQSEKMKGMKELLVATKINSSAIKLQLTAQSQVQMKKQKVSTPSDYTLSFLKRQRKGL
GALK inhibitor = qHTS Assay for Inhibitors of Human Galactokinase (GALK); P51570; actives 0.007% (n = 270,000); Purified GALK, Kinase-Glo residual ATP luminescence; AID 1868, 2009; Potency, µM (series often up to 57.5 µM), for the others: at the top dose activity change, negative = inhibition, hits mostly inhibitors; also: potency is read from the fitted curve at half-maximal effect; % is scaled to controls: 0 for no effect and ±100 for the full control effect
Target sequence (P51570 whole entry, looked up): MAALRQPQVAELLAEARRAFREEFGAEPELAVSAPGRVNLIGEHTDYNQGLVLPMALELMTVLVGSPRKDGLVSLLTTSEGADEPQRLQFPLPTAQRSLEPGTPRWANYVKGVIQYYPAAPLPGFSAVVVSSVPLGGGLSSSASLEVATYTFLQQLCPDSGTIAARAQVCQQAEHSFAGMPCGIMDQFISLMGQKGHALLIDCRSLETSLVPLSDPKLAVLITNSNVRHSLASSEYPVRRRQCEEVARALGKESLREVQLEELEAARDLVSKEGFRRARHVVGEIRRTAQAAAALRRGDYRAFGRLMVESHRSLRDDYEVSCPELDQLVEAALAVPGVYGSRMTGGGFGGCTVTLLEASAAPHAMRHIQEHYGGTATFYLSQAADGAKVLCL
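GALK at 5 nM final was combined with compound, 35 uM ATP and 100 uM galactose in HEPES pH8.0 with MgCl2 and DTT. The reaction ran one hour at room temperature before luminescent ATP detection.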
TRPV1 ag = HTS Assay for Compounds that Act as Agonists of the Vanilloid Receptor 1 | AID 540275, 2011 | activation, % at 8.33 µM | TRPV1-expressing cells, Fluo-8 calcium influx, agonist mode | actives 0.19% (n = 320,000); in the data active = activation above about 80%; inconclusive = between about 30% and that limit; also: 0% is about no effect
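TRPV1-expressing cells were cultured overnight at 35.5C and loaded with Fluo-8 calcium dye for 40 to 90 min at room temperature. After a 10 s baseline, compound was added and calcium influx was read kinetically for 3 min (ex 480/em 520 nm).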
PKM2 act = qHTS Assay for Activators of Human Muscle isoform 2 Pyruvate Kinase; Pyruvate kinase PKM (Homo sapiens), P14618; purified PKM2, Kinase-Glo ATP luminescence, activation; response scale: 0% is enzyme alone, no compound; Potency, µM (doses to about 57.5 µM), for inactives: at the highest dose activation, most hits filed as activators; actives 0.34% (n = 260,000); AID 1631, 2009; also: potency is read from the fitted curve at half-maximal effect; % is scaled to controls: 0 for no effect and ±100 for the full control effect; nearly all actives have a fitted effect of over 55% in size
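Purified hPK-M2 (>95%) run at intermediate activity with 0.1 mM ADP and 0.5 mM PEP in 50 mM imidazole pH 7.2, KCl, MgCl2; 1 h room temperature. ATP formed read by Kinase-Glo luminescence; normalized to uninhibited and no-enzyme controls.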
MLL CXXC-DNA inh = qHTS Fluorescence Polarization Assay for Inhibitors of MLL CXXC domain - DNA interaction; Histone-lysine N-methyltransferase 2A (Homo sapiens), Q03164; MLL-CXXC / FITC-HOXA9 DNA fluorescence polarization; Potency, µM (series often up to 115 µM), for the others: at the top dose activity change, negative = inhibition, most hits filed as inhibitors; actives 0.037% (n = 290,000); AID 2662, 2010; active = well fitted inhibition curve with a large enough effect in the polarisation, with a control signal flat, not every such curve was filed as active; inconclusive = small, poorly fitted or top-dose-only effect, or effect the other way, or a change in a side signal; inactive = no such curve, though single readings can be large or run the other way; the % refers to the polarisation; also: potency is read from the fitted curve at half-maximal effect
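Fluorescence polarization: 7 uM MLL-CXXC (stock) preincubated 5 min with compounds, then 50 nM fluorescein-HOX-A9 DNA (stock) added; 30 min ambient. Buffer 50 mM Tris-HCl pH 7.5, 50 mM NaCl, 1 mM DTT, 0.05% BSA.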
An asterisk follows results filed as active; u = inconclusive; x = not tested or not shown; [ ] = another dose, or the depositor's remark. Unless noted, calls follow the shape of the dose curve; as a rule, active = well fitted curve in the direction sought with a large enough effect; inconclusive = small, poorly fitted or top-dose-only effect, or another doubt; inactive = no such curve, though single readings can be large; an effect the other way counts as inactive or inconclusive. Not all compounds are listed; count on the stated rates, not on these rows.

Each structure is followed by: B2AR arrestin	PKM2 act	MLL CXXC-DNA inh	KCNH2 3.1 block	hERG WT inh	GALK inhibitor	FBPA coupling cs	USP2a inh	Giardia kill	Menin MLL FP TR	TRPV1 ag
> O=C(CC1S/C(=N/N=C/c2cccs2)NC1=O)Nc1ccccc1F (stereo not given)
  -0.1%	14.7%	-5.8%	21.8	x	1.3%	1.4	1.9%	1.6	2.3%	-0.3
> Cn1c(=O)[nH]c(=O)c2c1nc(NC1CCCC1)n2Cc1ccccc1
  4.4%	0.8%	-1.3%	0.9	6.2	-2.5%	0.7	-1.1%	0.7	-0.2%	4.6
> COc1ccc(S(=O)(=O)N2CCCCCC2)cc1C(=O)Nc1ccc(C(=O)N(C)C)cc1
  0.0%	x	x	-8.4	5.6	x	x	2.1%	-7.5	x	-1.5
> Cc1cccc(OCC(=O)Nc2ccncc2)c1C
  -0.6%	0.6%[11.5 µM]	2.5%	0.5	-1.6	-2.2%	0.9	-1.4%	2.8	6.5%	23.5
> CC(=O)Nc1ccc(S(=O)(=O)Nc2nccc(C)n2)cc1
  -0.3%	1.7%[11.5 µM]	8.8%	9.8	6.1	-2.5%	0.3	-0.8%	9.7	3.8%	1.1
> CCc1ccc(N(CC(=O)NCc2ccc3c(c2)OCO3)C(=O)c2csnn2)cc1
  0.2%	-4.9%	0.6%	13.3	6.4	0.6%	-1.5	-0.1%	-11.8	-15.0%	0.9
> COC(=O)NC(=S)Nc1ccc(Oc2ccc(Cl)cc2)c(Cl)c1
  0.2%	2.4%	14.0%	14.5	-2.3	-1.5%	-9.4	-0.7%	-10.3	-4.8%	2.5
> CCOC(=O)/C=C1\NC(=O)C(C)S1 (stereo not given)
  0.2%	-3.2%	1.4%	-12.1	-10.8	4.3%	1.7	-1.0%	6.3	0.7%	-1.9
> Cc1ccc2nc(-c3ccccc3)cc(C(=O)N3CCN(S(=O)(=O)c4c(C)noc4C)CC3)c2c1
  0.3%	x	x	-6.1	-3.4	x	x	2.2%	2.9	x	-2.0
> Cc1cc(C)n(CCOc2ccc(Cl)cc2Cl)n1
  0.4%	0.1%	-4.8%	9.8	5.1	1.4%	3.6	-6.3%	-5.9	5.2%	-1.5
> CN(Cc1ccccc1)CC(O)COc1ccc(CNCCc2cccnc2)cc1 (stereo not given)
  -0.6%	-9.1%	-2.9%	4.3	-3.3	0.4%	3.1	0.0%	5.5	u	1.7
> CCn1c(CNC(=O)c2cccc(C)c2)nnc1SCC(=O)N1CCOCC1
  -0.1%	0.5%	-5.7%	x	-3.9	-2.0%	x	1.7%	9.6	x	2.6
> COc1cccc(NC(=O)CN(C)CC(=O)NCC(=O)Nc2ccc(F)cc2)c1
  0.4%	x	x	7.0	-2.9	x	x	1.8%	-12.0	x	x
> COc1ccc(OC)c(S(=O)(=O)N2C(C)CCCC2C)c1 (stereo not given)
  0.0%	-5.1%	-0.3%	9.3	-3.1	7.8%	0.5	-0.4%	-2.8	-14.0%	7.2
> CCOCCCN(C)C1CCN(C(=O)c2oc3ccccc3c2NC(=O)c2ccc([N+](=O)[O-])cc2)CC1
  -0.5%	x	-2.2%	-81.9*	-121.8*	4.1%	x	-0.9%	-1.7	x	0.7
> Cc1ccccc1NC(=S)NC(=O)c1cncc(Br)c1
  -0.5%	6.2%	0.6%	-6.1	-3.4	2.1%	-1.6	-4.9%	1.9	8.3%	22.7
> COc1ccc(N2CCN(C(=O)COC(=O)CNC(=O)c3ccc(C)cc3)CC2)cc1
  -0.3%	x	x	-35.9	4.6	x	x	-1.2%	5.4	x	-3.3
> COCCn1c(=O)sc2ccccc2c1=O
  -0.1%	8.8%	-2.8%	18.7	-3.8	-2.0%	0.3	1.7%	4.0	-21.0%	0.6
> COc1ccc2ccccc2c1CNC(=O)CC1C(=O)NCCN1CC(C)(C)C (stereo not given)
  -0.7%	0.4%	0.5%	-15.5	-12.3	0.9%	-8.3	0.7%	-2.7	x	-1.8
> COc1ccc(NC(=S)NC(=O)/C=C/c2ccccc2)cc1
  -3.6%	-0.9%	31.1%[activator]	-1.0	8.9	-1.9%	-0.9	-1.4%	-21.8	-1.5%	-1.2
> CCn1ncc(C(=O)Nc2cccc(Cl)c2)c1C
  -0.5%	-2.2%	6.4%	0.1	-1.8	x	-6.6	1.2%	-9.7	3.3%	26.5
> COc1cccc(/C=N/NC(=O)CCn2c3ccccc3c3ccccc32)c1
  0.4%	0.8%	0.3%	2.1	-19.6	0.0%	0.8	4.1%	14.4	-20.9%	9.3
> C/C(=N\OC(=O)c1c(-c2ccccc2Cl)noc1C)c1ccncc1
  -0.2%	-8.7%	-0.3%	10.4	-9.7	0.6%	0.6	2.0%	-4.1	8.7%	-1.8
> CC1(C)CC(=O)C=C(NCCN2CCN(C(=S)NC3CCCCC3)CC2)C1
  -0.1%	1.2%	-9.9%	2.2	2.9	-0.1%	5.1	2.3%	-26.2	x	3.2
> CCCc1nc2ccccc2c(=O)n1CC(=O)c1ccc(OC)cc1
  0.3%	x	8.3%	-17.0	2.7	3.7%	-1.4	-0.4%	21.3	-2.0%	3.1
> CCOc1ccccc1NC(=O)CCNC(=O)Cn1ccc2ccccc2c1=O
  -0.3%	x	29.4%	-6.9	-2.7	-1.0%	-2.2	0.6%	-4.7	-24.9%	-2.0
> CCCCCn1nc(C)c2c(C)cc(=O)[nH]c21
  -0.6%	0.5%	6.1%	4.3	3.9	-2.5%	-1.0	1.0%	-0.1	9.4%	0.1
> CC(C)Cc1cc(C(=O)N2CCN(c3ccc(F)cc3)CC2)no1
  -0.5%	5.7%	0.9%	7.8	-0.1	0.7%	4.1	1.0%	6.2	-0.6%	2.5
> COc1ccc(OC)c(NC2=C(Cl)C(=O)N(Cc3ccccc3)C2=O)c1
  0.0%	-2.9%	2.1%	4.2	-2.9	0.1%	0.5	-1.5%	7.8	0.4%	u
> Cc1ccccc1N=C(NO)c1cccnc1
  -0.3%	x	4.0%	7.9	10.1	3.6%	4.0	-0.6%	-26.0	-2.5%	-0.6
> CN1CCc2c(sc(NC(=O)c3ccc(S(=O)(=O)N4CCOCC4)cc3)c2C(N)=O)C1
  -0.2%	-0.2%	27.5%	0.4	3.8	-0.1%	-5.5	1.9%	23.5	5.6%	1.0
> CCc1cccc(NC(=O)C2CCCC2)c1
  -0.2%	9.8%	-4.5%	8.8	-4.3	-4.0%	2.2	0.4%	-8.1	-1.0%	u
> O=C1CN(C(=O)COC(=O)c2ccco2)c2ccccc2N1
  -0.1%	x	x	8.4	-6.5	x	x	4.1%	2.1	x	-1.6
> O=[N+]([O-])c1cccc(-c2nnn(C34CC5CC(CC(C5)C3)C4)n2)c1
  -0.2%	-3.1%	-5.7%	-14.1	0.3	1.9%	1.2	0.9%	-12.2	u	1.6
> COc1ccc(/C=N/Nc2nc3ccccc3[nH]2)c(OC)c1OC
  -0.6%	-5.7%	-2.9%	0.4	-8.5	-0.3%	-0.6	-0.2%	-9.4	x	x
> CC1CCN(Cc2c(C(=O)N/N=C/c3cccc(C(F)(F)F)c3)nnn2-c2nonc2N)CC1
  -0.4%	4.0%	3.0%	-30.8	8.7	-3.1%	-3.7	0.3%	-12.0	54.6%[activator]	12.1
